DDE Tn6 FP inh: DD(E)-Tn6 binding inhibition, primary FP screen | hit rate 0.21% among 370,000 | inhibition, % at 8.3 µM | Fibrin DD(E) TRITC-Tn6 fluorescence polarization displacement;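 active means inhibition above a per-campaign cutoff: mean of compounds within control limits plus 3 SD, cut at about 15% in these data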;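 further: 0% = median of all compound wells on the plate and 100% = blocking peptide control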
Target sequence (P02675 whole entry, looked up): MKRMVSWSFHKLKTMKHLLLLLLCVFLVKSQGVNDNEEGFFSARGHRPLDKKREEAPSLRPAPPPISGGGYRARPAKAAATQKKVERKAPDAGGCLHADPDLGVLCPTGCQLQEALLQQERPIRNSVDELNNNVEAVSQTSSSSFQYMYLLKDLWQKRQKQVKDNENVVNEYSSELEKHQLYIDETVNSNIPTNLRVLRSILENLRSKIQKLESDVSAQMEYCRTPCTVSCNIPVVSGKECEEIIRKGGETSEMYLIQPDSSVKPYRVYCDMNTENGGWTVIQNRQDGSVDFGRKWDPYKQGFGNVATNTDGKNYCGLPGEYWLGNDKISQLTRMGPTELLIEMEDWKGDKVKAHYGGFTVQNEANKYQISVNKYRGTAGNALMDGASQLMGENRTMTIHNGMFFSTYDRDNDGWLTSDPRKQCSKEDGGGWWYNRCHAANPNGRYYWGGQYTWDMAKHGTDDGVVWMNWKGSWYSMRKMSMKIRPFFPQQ
KLK7 zymogen act: activates the human kallikrein-7 zymogen; P49862; purified proKLK7, EDANS-DABCYL substrate fluorescence; 100% is mature enzyme control, 0% vehicle; activation, % at 7 µM; hit rate 0.9% among 370,000; AID 652039;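 active means activation above the mean of all tested compounds plus 3 SD, computed per campaign excluding outliers beyond control limits, cut at about 13% in these data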
Target sequence (P49862 whole entry, looked up): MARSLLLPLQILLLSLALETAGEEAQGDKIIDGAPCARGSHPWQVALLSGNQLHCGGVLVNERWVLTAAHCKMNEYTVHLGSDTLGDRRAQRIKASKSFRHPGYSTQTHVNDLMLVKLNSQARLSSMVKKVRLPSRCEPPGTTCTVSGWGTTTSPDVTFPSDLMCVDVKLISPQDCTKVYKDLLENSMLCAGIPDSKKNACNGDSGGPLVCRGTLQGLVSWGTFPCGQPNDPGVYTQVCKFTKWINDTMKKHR
ASAP1 GAP inh: blocks human ASAP1-stimulated Arf1 GTP hydrolysis; inhibition, % at 16.5 µM; hit rate 0.19% among 360,000; GDP FP detection; AID 624377; Q9ULH1; in the data active means inhibition above about 25%;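 further: 0% = vehicle with enzyme and substrate and 100% = no enzyme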
GAA850 FXN act: increases GAA850 frataxin promoter reporter activity; HEK293 lucGAA850 FXN promoter luciferase reporter, 24 h; percent of 10 µM SAHA response; activation, % at 6 µM; hit rate 0.56% among 360,000;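 active means activation above the average of all compounds screened plus 3 SD, cutoff fixed separately per campaign, cut at about 7.5% in these data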;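 further: 0% = DMSO wells and 100% = 10 µM SAHA wells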
ADAM10 inh: inhibits human ADAM10; inhibition, % at 7 µM; AID 720582; O14672; hit rate 0.62% among 370,000; recombinant ADAM10, EDANS/DABCYL FRET peptide cleavage, 3 h;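 active means inhibition above a per-campaign cutoff equal to the mean of compounds falling between control-based bounds plus 3 SD, cut at about 20% in these data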;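 further: 0% = DMSO wells while the 100% control is not disclosed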
GC-A act: GC-A (human) enzyme activation; activation, % at 10 µM; HEK293 GC-A cells, cGMP TR-FRET, EC30 ANP; 0% at EC30 ANP, 100% saturating ANP; hit rate 0.14% among 370,000; P16066; in the data active means activation above about 40%
ARFGAP1 inh: inhibits rat ARF GTPase activating protein 1; Q62848; Arfgap1-stimulated ARF1 GTP hydrolysis, GDP FP detection; inhibition, % at 16.5 µM; hit rate 0.26% among 360,000;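 active means inhibition above a per-plate limit, mean inhibition of low control wells plus 3 SD, cut at about 25% in these data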;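 further: 0% = DMSO wells with enzyme and 100% = wells lacking Arfgap1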
Target sequence (Q62848 1-136 limits assumed): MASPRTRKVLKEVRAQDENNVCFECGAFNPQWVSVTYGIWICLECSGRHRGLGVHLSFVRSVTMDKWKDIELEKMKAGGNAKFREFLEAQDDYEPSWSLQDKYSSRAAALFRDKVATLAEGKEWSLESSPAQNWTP
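System: truncated rat Arfgap1 GAP domain / Benchmarks: high control wells lacking Arfgap1, low control full reaction with DMSO / Times: compound-enzyme preincubation 20 min, reaction 120 min, detection 60 min, 25 °C / Repeats: one replicate per compound / Also added: human ARF1(Δ1-17)-GTP substrate / Measured by: Tracer-displacement fluorescence polarization with EDTA stop, 620/688 nm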
NPR2 activator: GC-B (human) receptor activation; P20594; AID 1920062; hit rate 0.11% among 370,000; activation, % at 10 µM; HEK293-GC-B cells, CNP EC30, cGMP TR-FRET; 0% at EC30 CNP, 100% saturating CNP;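 active means activation at 10 µM reaching about 35% in either raw or pattern-adjusted values, limit read from the data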
rCAG RNA binder: r(CAG) repeat RNA binding | TO-PRO-1 dye displacement fluorescence | AID 651821 | hit rate 1.3% among 370,000 | inhibition, % at 3 µM;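 active means inhibition above the plate cutoff, the mean of all test compounds on that plate plus 3 SD, cut at about 35% in these data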;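 further: 0% = DMSO alone and 100% = 100 µM mitoxantrone as full dye displacement; higher means more dye released from RNA so lower well fluorescence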
HGIII-sPLA2 inh: Blocks human group III sPLA2 activity; Q9NZ20; hit rate 0.56% among 370,000; QFRET BODIPY PC-A2 liposome hydrolysis, fluorescence; inhibition, % at 12.2 µM;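 active means inhibition above mean plus 3 SD of compounds lying within the high and low control bounds, cut at about 19% in these data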;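 further: 0% = median of test compound wells and 100% = no enzyme DMSO wells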
Active calls of the source: *; nt = not tested or not shown.

SMILES	DDE Tn6 FP inh	KLK7 zymogen act	ASAP1 GAP inh	GAA850 FXN act	ADAM10 inh	GC-A act	ARFGAP1 inh	NPR2 activator	rCAG RNA binder	HGIII-sPLA2 inh
CC(C)CN(C(=O)c1cccc(S(=O)(=O)N2CCN(Cc3ccccc3)CC2)c1)C1CCS(=O)(=O)C1 (stereo not drawn)	-4.5	0.2	1.7	1.7	-10.7	-2.1	-1.3	4.4	-4.5	-8.8
S=C(NCc1ccccc1)NCc1ccc2c(c1)OCO2	-2.8	0.6	4.8	0.7	-0.1	2.6	-5.9	-1.3	1.5	11.4
C(=C1c2ccccc2-c2ccccc21)c1ccncc1	5.4	-0.3	3.0	2.0	8.4	-13.9	-5.0	-4.9	2.5	4.1
COc1ccccc1C(CNc1nc(C(F)(F)F)nc2ccccc12)N(C)C (stereo not drawn)	-6.9	0.5	-7.5	-5.0	4.7	-7.3	8.8	-10.7	-0.2	16.9
Cn1c(=O)c2c(nc(-n3ccnc3)n2Cc2ccccc2)n(C)c1=O	4.6	-1.0	3.2	-3.3	0.5	-6.8	2.5	0.6	-5.0	-0.7
Cc1ccc2nc(Cl)c(/C=N/NC(=O)c3ccccc3O)cc2c1	-0.3	0.2	-7.1	1.6	-9.4	0.9	2.8	-2.9	5.0	4.2
O=C(OCCOc1ccccc1F)c1cc(S(=O)(=O)N2CCOCC2)ccc1F	-1.0	-0.6	-14.8	0.1	-2.9	21.8	-13.1	4.2	-1.5	-2.5
O=C(NCCc1ccc(F)cc1)c1cc([N+](=O)[O-])ccc1N1CCOCC1	0.4	-0.1	12.8	0.6	-3.5	6.6	2.7	-1.0	-6.0	-2.3
Nc1o[nH]c(=O)c1C1CCCCC1	-2.7	0.0	2.4	0.8	-9.0	4.2	-6.2	1.3	2.3	3.9
O=C(NCc1ccc(C(F)(F)F)cc1)C12CN(Cc3ccccc3)CC1C(c1cccc([N+](=O)[O-])c1)=NO2 (stereo not drawn)	-7.5	0.0	-2.4	-3.8	8.7	-3.2	-4.7	0.3	6.2	9.8
CCOc1cc(CN2CCC(N3CCC(C(=O)NC4CC4)CC3)CC2)ccc1O	4.5	0.4	-1.7	0.0	-7.5	5.2	-7.5	4.1	-1.1	0.0
Cc1[nH]nc(Nc2ccccc2)c1[N+](=O)[O-]	0.2	-0.1	-11.9	1.4	-1.6	4.2	-0.1	1.2	1.4	-2.5
Cc1ccc(C(=O)N2CCN(C(=O)C3CCCO3)CC2)cc1 (stereo not drawn)	4.1	0.0	3.5	1.1	-6.8	1.5	-3.8	-0.1	0.6	9.8
CCCCCNC(=O)c1ccc(NC(=O)CC2SC(N3CCCC3)=NC2=O)cc1 (stereo not drawn)	8.5	0.0	-12.4	0.8	-16.6	-0.2	4.5	1.1	0.9	11.7
CC1(C2CC2)NC(=O)N(CC(=O)Nc2ccc(F)cc2F)C1=O (stereo not drawn)	8.6	-0.2	-15.0	2.0	-5.8	3.2	-5.2	4.4	2.0	-0.6
O=C(COC(=O)CSc1nnc(-c2ccc(Cl)cc2)o1)Nc1cc(Cl)ccc1Cl	0.3	-0.2	13.8	1.6	3.5	32.5	0.0	-1.0	3.8	1.8
CC(C)(C)c1ccc(C(=O)Nc2cccc3c(=O)[nH][nH]c(=O)c23)cc1	-1.1	-107.3	11.2	-9.5	-234.8	5.7	12.2	-1.2	7.6	-3.1
CN(C)c1ncnc2c1ncn2[C@H]1CN(Cc2cccs2)C[C@@H](CO)O1	-0.6	-0.1	2.1	-2.0	-3.8	0.7	2.8	1.4	1.4	-4.7
COc1ccc(S[C@]2(C(=O)N3CCCC3)CC(=O)N(c3ccc4c(ccn4C)c3)[C@@H]2c2ccc(OC)cc2)cc1	0.5	-0.1	nt	nt	1.8	-1.8	nt	0.2	15.4	-5.2
O=C(NCc1cccnc1)c1cc(C2CCCN(C(=O)c3cccs3)C2)on1 (stereo not drawn)	-4.8	-0.2	-8.1	-1.1	-9.2	1.1	4.4	7.7	-0.1	3.6
CCCCC#Cc1cncc(C(=O)N/N=C/c2ccccc2)c1	0.8	-0.3	23.6	0.6	4.9	0.8	2.9	0.0	2.7	10.4
CCCC(=O)N1CCN(c2nc3c(OC)ccc(Cl)c3s2)CC1	5.1	0.3	-0.3	0.5	-2.5	-6.3	-1.3	0.8	-6.6	-4.6
O=C(O)c1cccc(S(=O)(=O)Nc2ccc3[nH]c(=O)[nH]c3c2)c1	-7.2	-2.8	-5.4	2.1	-59.6	-1.2	-0.7	5.5	0.3	11.8
CCCCc1ccc(NC(=S)NCc2cccs2)cc1	-4.7	0.7	-6.2	1.6	13.7	2.8	-1.0	2.4	0.6	-22.8
O=C(Nc1nnc(SCCN2CCOCC2)s1)C1CC(=O)N(c2ccc(F)cc2)C1 (stereo not drawn)	-8.1	-0.1	-9.1	0.6	1.6	0.1	-8.3	-6.4	13.6	-8.6
Next compounds follow:
SMILES	DDE Tn6 FP inh	KLK7 zymogen act	ASAP1 GAP inh	GAA850 FXN act	ADAM10 inh	GC-A act	ARFGAP1 inh	NPR2 activator	rCAG RNA binder	HGIII-sPLA2 inh
O=C(O)CC(C(=O)OCCOc1ccccc1)N1CCOCC1 (stereo not drawn)	-2.3	0.1	5.3	-1.4	-0.8	-0.3	4.6	-1.3	1.4	3.5
COCCN(C(=O)Cc1coc2cc(C)c(C)cc12)c1c(N)n(Cc2ccccc2)c(=O)[nH]c1=O	8.7	-0.2	-1.4	-3.1	-1.6	-3.5	-1.1	-6.1	-1.7	-1.4
CC(C)[C@H](NC(=O)[C@@H](N)Cc1ccccc1)C(=O)N1CCC2CCN(Cc3ccccc3)CC21 (stereo partly drawn)	6.6	-0.2	-6.6	nt	-15.4	1.7	3.6	-4.4	-0.2	0.7
O=c1c(CN2CCN(c3cccc(Cl)c3)CC2)coc2c(Cl)cc(Cl)cc12	0.1	0.8	-9.8	-0.6	-11.0	-0.3	6.0	-0.2	0.6	4.9
CC(C)NC(=O)c1cc(-c2ccc3c(c2)OCO3)on1	6.5	0.5	2.5	1.9	0.9	4.0	-0.9	3.1	-2.6	1.5
CN(C(=O)c1ccc(S(=O)(=O)NC2CCCC2)cc1)C1CCCCC1	4.5	0.0	2.6	1.3	2.6	-2.4	6.6	-1.5	-11.9	-0.8
O=CNc1cc(-c2ccccc2)cn2c(-c3ccc(F)c(Cl)c3)cnc12	-3.6	-1.8	-1.2	3.5	-14.4	-6.7	9.1	5.3	8.2	-4.0
C=CCN(CC#CC(=C)C)Cc1ccc(OC)cc1OC	2.8	0.4	nt	nt	-1.0	-2.3	nt	-4.3	0.4	6.7
Cn1nnnc1SCC(=O)NCc1ccc2c(c1)OCO2	0.9	0.0	9.4	-0.1	12.2	-1.6	0.5	2.6	2.1	3.5
Cc1ccccc1-c1cnc(C(O)c2ccccc2)[nH]1 (stereo not drawn)	6.5	0.4	-8.4	4.1	-9.4	0.6	-7.2	1.4	-0.3	-3.1
COc1ccc(N2CCN(C(=O)COc3ncnc4ccccc34)CC2)cc1	1.5	-0.1	10.8	-0.3	-3.4	-0.9	-4.4	2.0	-4.3	2.4
COc1cccc(OC)c1C(=O)NC(=S)NCc1cccnc1	0.0	-0.1	11.7	0.1	-1.1	0.0	9.6	1.2	-1.7	-1.5
Cn1c(CNc2ccc(O)cc2)nc2ccccc21	8.5	-2.5	-4.3	8.3*	-7.3	-8.4	8.6	-3.3	-18.5	-12.2
O=C(CCSc1ccccc1)N1CCN(c2ccccc2)CC1	7.0	-0.1	1.0	4.2	1.8	-3.1	-5.4	-0.5	-6.5	-4.7
Cc1nc(SCCC(=O)O)c2ccccc2n1	2.2	0.6	-10.8	3.2	5.5	nt	-15.6	nt	5.6	2.5
CC1CCCCN1c1ncnc2ccccc12 (stereo not drawn)	2.9	0.0	-7.5	-0.2	-0.9	1.3	3.5	0.8	-1.3	0.9
Cc1ccc(C2NC(=NCc3ccccc3)Nc3nc(C)cc(=O)n32)cc1 (stereo not drawn)	-6.6	-0.3	-10.9	0.3	5.0	1.7	18.6	-0.5	7.9	-1.8
COc1cccc(-c2cc(NC=O)c3ncc(-c4ccc(F)c(Cl)c4)n3c2)c1	-2.8	-0.5	2.2	2.5	-20.3	-4.6	12.2	1.1	9.7	6.6
Clc1cccc(-c2nc(-c3ccccn3)no2)c1	-4.0	-0.3	13.6	-3.7	2.5	-2.3	-3.3	0.4	0.0	-2.1
COc1cccc(Oc2cn[nH]c2-c2ccc(OCC(=O)NN)cc2O)c1	0.9	0.5	9.5	1.4	2.1	16.8	2.4	3.2	13.9	-19.8
CCCc1ccc(C(O)c2ncc(-c3ccc(OC)cc3)[nH]2)cc1 (stereo not drawn)	-11.5	0.0	-5.9	0.0	-6.7	0.8	15.3	-1.6	1.5	-5.0
CCOc1ccc2[nH]c(=O)c(CN(CCc3ccccc3)C(=O)c3cnccn3)cc2c1	1.9	0.1	4.8	-1.9	-0.5	-0.2	5.4	-1.4	-0.1	5.6
COc1ccc(NC(=O)C(=O)NCC(c2ccco2)N2CCc3ccccc3C2)cc1 (stereo not drawn)	4.1	0.2	-2.9	1.2	-2.4	0.2	12.8	-3.2	2.3	0.4
COc1ccc(NC(=O)c2ccc(-n3cncn3)c([N+](=O)[O-])c2)cc1OC	6.3	-0.2	7.2	0.0	3.1	1.0	-8.0	-2.1	-0.5	1.1
Cc1ccc(C(=O)O)cc1S(=O)(=O)N1CCCC1	6.0	0.1	-15.1	0.4	2.2	-0.5	-0.5	1.6	5.6	9.5
Further records follow.
SMILES	DDE Tn6 FP inh	KLK7 zymogen act	ASAP1 GAP inh	GAA850 FXN act	ADAM10 inh	GC-A act	ARFGAP1 inh	NPR2 activator	rCAG RNA binder	HGIII-sPLA2 inh
CCN(CC)CC(O)Cn1c(-c2ccccc2Cl)nc2ccccc21 (stereo not drawn)	1.3	0.3	3.6	-0.6	13.6	-1.6	11.3	-1.8	-1.3	-0.9
Nc1nnc2c(n1)CCCC2	0.6	0.7	11.0	1.3	4.0	3.2	6.4	-1.5	-0.8	-0.5
CN1CCN(C(=O)CN(C)S(=O)(=O)c2ccc(F)cc2)CC1	6.5	0.1	-11.7	0.2	0.5	2.6	3.1	4.8	-2.2	1.7
O=C(O)CN1C(=O)C(=O)N(Cc2c(F)cccc2Cl)C1=O	6.7	-0.1	-9.3	0.0	5.2	0.6	0.2	-4.8	0.4	13.7
COc1ccc(C2=NO[C@@H]3C(=O)N(Cc4ccccc4)C(=O)[C@H]23)c(OC)c1	4.0	1.1	-10.1	0.3	-5.7	-1.9	-7.7	-2.7	0.0	-2.4
CC(C)Oc1ccc(/C(O)=C2/C(=O)C(=O)N(CCN3CCNCC3)C2c2cccc([N+](=O)[O-])c2)cc1 (stereo not drawn)	-1.4	-0.8	-8.3	-0.9	5.4	4.1	8.9	4.5	1.8	2.9
COc1ccc(-c2c(C)n([O-])c3c([n+]2=O)CCCC3)c(OC)c1	-8.5	-0.4	0.4	0.6	-4.9	-0.1	-9.2	2.6	-1.6	-1.0
CCCCNCCCOc1cccc(Cl)c1	7.8	0.5	9.5	-0.3	5.0	-13.5	-4.5	5.3	2.2	1.8

Compound activity from PubChem.
